MBNL1 CUG block: inhibitors of human MBNL1 binding to CUG repeat RNA. TR-FRET MBNL1-His/biotin-(CUG)12 binding, 665/545 ratio. Q9NR56. actives 0.036% (n = 280,000). Potency, µM (top dose mostly 57.5 µM), without a hit: at the top dose activity change, negative = inhibition, hits mostly inhibitors; active = well fitted inhibition curve with a large enough effect in the signal ratio, with a control signal flat, not every such curve was filed as active; inconclusive = small, poorly fitted or top-dose-only effect, or effect the other way, or a change in a side signal; inactive = no such curve, though single readings can be large or run the other way; the % refers to the signal ratio; also: % is scaled to controls: 0 for no effect and ±100 for the full control effect
Target sequence (Q9NR56 whole entry, looked up): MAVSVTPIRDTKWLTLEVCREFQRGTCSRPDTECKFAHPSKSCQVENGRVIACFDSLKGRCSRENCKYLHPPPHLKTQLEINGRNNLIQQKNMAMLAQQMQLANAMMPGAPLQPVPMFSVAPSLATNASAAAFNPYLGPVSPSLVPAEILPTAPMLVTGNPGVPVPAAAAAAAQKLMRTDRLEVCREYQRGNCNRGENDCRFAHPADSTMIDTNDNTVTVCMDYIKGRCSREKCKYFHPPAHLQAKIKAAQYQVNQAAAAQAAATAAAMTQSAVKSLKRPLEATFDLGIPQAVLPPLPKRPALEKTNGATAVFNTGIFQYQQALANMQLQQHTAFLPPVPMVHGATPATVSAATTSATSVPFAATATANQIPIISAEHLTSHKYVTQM
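His-tagged MBNL1 binding to biotinylated (CUG)12 RNA was measured by TR-FRET using terbium anti-His antibody (0.055 ng/ul final) and streptavidin-XL665 (5 nM final). Compounds were titrated 92 nM to 58 uM; 60 min at room temperature.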
BRCA1 expr up: BRCA1 expression activation | Potency, µM (top dose mostly 46.1 µM), for the others: top-dose activation, actives largely listed as activators | MCF7-BRCA1-FFLuc reporter, luminescence, 48 h; response scale: scaled: vehicle 0%, 10 µM genistein 100% | actives 1.1% (n = 380,000) | AID 624202; also: nearly all actives have a fitted effect of over 80% in size; some results filed as inactive show a strong effect at the top dose
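MCF7-BRCA1-FFLuc cells, 2000/well in phenol-red-free MEM, attached 2 h then treated 48 h at 37 C. Luciferase luminescence read 15 min after reagent; normalized to genistein maximum activation (10microM) and DMSO, concentration-response fitted.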
p53 reactivation: re-activators of mutant p53 | H1299 p53-A138V BP100-luciferase reporter, luminescence, 24 h | Potency, µM (doses to about 92.2 µM), without a hit: at the top dose activity change, positive = activation, actives largely listed as activators | actives 0.063% (n = 320,000) | AID 504706; also: % of control where 0% means no effect; nearly all actives have a fitted effect of over 45% in size
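H1299 (p53-null), stable ts p53-A138V + BP100-Luc; 1000 cells/well, Opti-MEM/10% FBS; cpd 4 pt, 1:5; 24 h, 37 deg C, 5% CO2; detection reagent 10 min RT; luminescence.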
RORg inh: blocks mouse ROR gamma transcriptional activity; Drosophila S2 Gal4-RORgamma UAS-luciferase reporter, 20 h; Potency, µM (titrated, usually from 53.6 µM), without a hit: at the top dose activity change, negative = inhibition, most hits filed as inhibitors; actives 5.4% (n = 310,000); AID 2551; also: % is scaled to controls: 0 for no effect and ±100 for the full control effect; nearly all actives have a fitted effect of over 60% in size
Target sequence (P51450 whole entry, looked up, the tested form may be a part): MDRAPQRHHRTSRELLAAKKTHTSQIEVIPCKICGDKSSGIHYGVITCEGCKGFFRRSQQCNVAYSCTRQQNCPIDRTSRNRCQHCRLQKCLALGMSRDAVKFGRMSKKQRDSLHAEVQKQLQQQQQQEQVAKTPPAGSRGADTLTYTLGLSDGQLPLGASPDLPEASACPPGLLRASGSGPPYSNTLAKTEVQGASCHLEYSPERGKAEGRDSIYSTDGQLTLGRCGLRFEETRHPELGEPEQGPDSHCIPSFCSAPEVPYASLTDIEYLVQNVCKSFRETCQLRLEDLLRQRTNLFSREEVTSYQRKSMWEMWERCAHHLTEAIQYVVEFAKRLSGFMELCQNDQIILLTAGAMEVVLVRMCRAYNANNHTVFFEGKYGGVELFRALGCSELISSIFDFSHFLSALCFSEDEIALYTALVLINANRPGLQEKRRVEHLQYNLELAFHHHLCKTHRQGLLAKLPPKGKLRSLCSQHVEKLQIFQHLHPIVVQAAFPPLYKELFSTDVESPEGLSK
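Drosophila Schneider cells stably carrying a metallothionein-driven Gal4 DBD–ROR gamma fusion and a UAS-Photinus luciferase reporter were exposed to compound for 1 hr, then induced with copper sulfate (700 uM final) for 20 hr at ambient temperature before luminescence reading.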
Rab9 prom act: Rab9 promoter activation. Huh7 Rab9 promoter-luciferase reporter, luminescence, 24 h. Potency, µM (highest dose often 9.22 µM), without a hit: at the top dose activation, negative = inhibition, usual class: activators. actives 2.8% (n = 320,000). AID 485297; also: % of control where 0% means no effect; nearly all actives have a fitted effect of over 60% in size
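Cells were plated at 1500 per well in reduced-serum medium with 10% FBS and left 2 h. Compound in DMSO was then added for 24 h at 37 °C. Reporter signal was read by luminescence after 10 min with luciferase detection reagent.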
ELG1 genotox: genotoxicity induction in ELG1-luciferase HEK293T cells. HEK293T ELG1-luciferase reporter, luminescence, 16 h. Potency, µM (titrated, usually from 46 µM), without a hit: at the top dose activity change, positive = activation, hits mostly activators. actives 1.3% (n = 330,000); also: % of control where 0% means no effect; nearly all actives have a fitted effect of over 60% in size
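Quantitative HTS format in 1536-well plates. HEK293T ELG1-luciferase reporter cells receive test compound and are incubated 16 hr at 37 °C, 5% CO2; ONE-Glo added, 30 min room temperature, then luminescence read.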
FLuc modulator: inhibits or activates purified firefly luciferase, miR-21 counter-screen; Potency, µM (top dose mostly 57.5 µM), inactives show top-dose activity change, negative = inhibition, usual class: inhibitors; purified FLuc, Km substrates, luminescence inhibition; actives 6.9% (n = 360,000); AID 588342;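 also: plate controls were vehicle for no effect and reference inhibitor for full effect; nearly all actives have a fitted effect of over 55% in size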
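Biochemical qHTS of compounds, final roughly 60 µM downward over six points, against 10 nM purified firefly luciferase using Km concentrations of substrates (10 uM D-luciferin, 10 uM ATP) in Tris acetate pH 7.5 buffer; luminescence output.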
uPA generation: inhibitors of cell surface uPA generation. actives 0.31% (n = 330,000). cell surface uPA generation assay, qHTS. Potency, µM (doses to about 38.3 µM), inactives show at the highest dose activity change, negative = inhibition, most hits filed as inhibitors. AID 540303; active = well fitted inhibition curve with a large enough effect; inconclusive = small, poorly fitted or top-dose-only effect; inactive = no such curve, though single readings can be large or run the other way; tested in mouse RAW 264.7 cells; also: % is scaled to controls: 0 for no effect and ±100 for the full control effect; nearly all actives have a fitted effect of over 55% in size
VP16 counter: Gal4-VP16 reporter inhibition counter-screen; Drosophila S2 Gal4-VP16 UAS-luciferase, luminescence, 20 h; Potency, µM (doses to about 53.6 µM), for the others: top-dose activity, negative = inhibition, most hits filed as inhibitors; actives 3.5% (n = 310,000); AID 2546;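 also: Gal4-VP16 expression switched on by copper sulfate through the metallothionein promoter; % is scaled to controls: 0 for no effect and ±100 for the full control effect; nearly all actives have a fitted effect of over 50% in size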
NPC1 prom act: activates the NPC1 promoter; AID 485313; Potency, µM (doses to about 9.22 µM), inactives show top-dose activation, actives largely listed as activators; Huh7 NPC1 promoter luciferase reporter, 24 h; actives 2.4% (n = 320,000);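 also: % of control where 0% means no effect; nearly all actives have a fitted effect of over 60% in size; reporter is driven by a mutant NPC1 promoter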
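Huh7 reporter cells (NPC1 promoter driving luciferase) are dosed with compound for 24 h at 37 °C, 5% CO2; luciferase detection reagent is then added and luminescence measured after 10 min at ambient temperature.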
Numbers without * were called inactive; u = inconclusive; x = no result given; [ ] = dose if it differs, or a comment. Unless noted, calls follow the shape of the dose curve; as a rule, active = well fitted curve in the direction sought with a large enough effect; inconclusive = small, poorly fitted or top-dose-only effect, or another doubt; inactive = no such curve, though single readings can be large; an effect the other way counts as inactive or inconclusive. Potency is read from the fitted curve at half-maximal effect.

SMILES	MBNL1 CUG block	BRCA1 expr up	p53 reactivation	RORg inh	Rab9 prom act	ELG1 genotox	FLuc modulator	uPA generation	VP16 counter	NPC1 prom act
Cc1ccc(N2CC(C(N)=O)CC2=O)cc1C (stereo unspecified)	14.2%	8.3%	-0.8%	-17.6%	-0.6%	-9.1%	2.9%	-2.1%	2.7%	-2.0%
O=C(Cn1ncc2c([nH]c3ccccc32)c1=O)N1CCN(c2ccccn2)CC1	-12.8%	20.9%	u	-14.9%	-2.7%	-0.5%	-1.9%	8.3%	-4.8%	-3.6%
CC[C@@]12C(=O)N(c3cccc(F)c3)C(=O)N1[C@H](c1ccc(OC)cc1)[C@@H]1C(=O)N(C(C)(C)C)C(=O)[C@@H]12	x	-2.2%	4.1%	x	-2.9%	4.6%	-2.2%	12.5%	x	-0.3%
N/C(=N\OC(=O)CSc1ccccc1)c1ccccn1	-2.3%	6.31µM*	10.5%	-5.5%	26.7%	u	13.5µM*	-10.6%	5.8%	27.4%
CCCCOc1ccc(NC2=NC3(CCCCC3)N=C(N)N2)cc1	-3.5%	-79.2%	-5.5%	21.2%	-19.7%	-6.7%	2.6%	3.9%	-6.6%	0.3%
CCOC(=O)C1CCN(C(=O)CCc2c(C)nc3cc(-c4ccccc4)nn3c2C)CC1	-5.9%	-48.9%	-9.8%	-34.1%	3.4%	-3.7%	u	0.9%	9.2%	-3.6%
COc1ccc(C(=O)NC2CCN(CC(=O)N3CCCCC3)CC2)cc1	0.9%	-18.6%	-1.2%	28.8%	-2.7%	0.0%	1.6%	-0.3%	4.2%	-1.8%
CCCOc1ccc(Cc2c(O)nc(N)[nH]c2=O)cc1C	13.7%	-7.0%	0.0%	1.2%	-2.0%[1.84 µM]	3.5%	-4.0%	-8.6%	0.2%	-10.1%
CC(=O)NCCC(=O)N1CCCC(N(C)CCc2ccccc2)C1 (stereo unspecified)	3.8%	-3.7%	-4.9%	-0.2%	5.6%	0.9%	-1.3%	0.3%	-16.3%	-0.3%
Cc1cc2ccccc2n2c(SCC(=O)N3CCN(C(=O)c4ccco4)CC3)nnc12	-1.7%	x	-0.7%	-28.9%	2.8%	0.0%	4.2%	x	7.1%	1.0%
COc1ccc(OCC(=O)N2CCN(C(=O)c3ccc([N+](=O)[O-])cc3)CC2)cc1	u	-4.8%	-0.4%	1.2%	-0.6%	-2.3%	-2.3%	-3.2%	-2.8%	-1.1%
CCOc1ccc2nc(C)cc(Nc3ccc(N4CCOCC4)cc3)c2c1	u	x	-11.6%	0.4%	-8.6%	1.8%	-0.3%	x	-6.0%	0.0%
Cn1c(SCC(=O)Nc2ccc(C(=O)O)cc2)nc2scc(-c3ccccc3Cl)c2c1=O	x	-25.7%	-3.4%	x	x	0.2%	x	3.5%	x	x
O=C(Nc1nccs1)c1ccc(-c2cccc([N+](=O)[O-])c2)o1	23.8%	u	10.3%	-23.7%	u	26.7%	u	-7.5%	-17.0%[10 µM]	u
CC(C)(C)NC(=O)CN(C(=O)C1(C)CC(=O)N=C2C=CC=CN21)C1CCCC1 (stereo unspecified)	3.8%	5.7%	19.2%	2.9%	3.3%	-1.9%	1.9%	x	-1.8%	-7.4%
COc1ccc(C(=O)NNC2=NCCCCC2)cc1	-4.3%	-10.1%	8.6%	-4.9%	-8.7%	0.4%	3.1%	-3.4%	-5.0%	-0.3%
c1cnc(N2CC[N+]3(CCCC3)CC2)nc1	-2.6%	-22.8%	-2.3%	0.2%	-9.1%	0.0%	2.4%	3.9%	-2.3%	-2.9%
O=C(Nc1ccccc1C(=O)NCCCn1ccnc1)c1ccccc1	-7.2%	-19.5%	-3.8%	-1.5%	3.4%	3.3%	0.6%	x	-7.3%	-3.1%
CCOC(=O)CCNC(=O)Nc1ccc2nc(C)n(Cc3cccc(Cl)c3)c(=O)c2c1	0.7%	1.2%	-7.6%	-6.4%	1.5%	-5.8%	1.5%[2.3 µM]	7.4%	-0.5%	0.4%
O=C(CSc1nccc(=O)[nH]1)Nc1cccc(S(=O)(=O)N2CCOCC2)c1	-11.4%	18.1%	5.0%	-10.2%	3.8%	0.5%	-15.2%	-5.9%	1.5%	-11.6%
CC1CCCC(C)N1C(=O)CN1c2cccc3cccc(c23)S1(=O)=O (stereo unspecified)	x	-7.6%	-3.1%	x	x	-2.7%	x	11.9%	x	x
Clc1cccc(N/N=C/c2ccc(N3CCOCC3)cc2)c1	7.4%	u	15.7%	28.5%	u	15.4%	13.5µM*	6.0%	18.4%	u
c1ccc(-n2ncc3c2ncn2nc(CSc4nc5ccccc5s4)nc32)cc1	42.6%[activator]	6.5%	5.7%	18.5%	-1.5%	-4.9%	4.7%	5.5%	-7.4%	-6.6%
Clc1ccc2[nH]c3c(NCCCN4CCOCC4)ncnc3c2c1	-9.8%	96.7%	-0.8%	21.5%	6.6%	2.0%	u	-5.1%	6.4%	19.5%
Cc1nc2ccccc2c(=O)n1/N=C/c1c(O)ccc2oc3c(c12)CCCC3	-0.3%	-94.6%[inhibitor]	5.3%	u	-0.4%	3.3%	-1.5%	5.1%	u	4.5%
CCn1cc(C(=O)N[C@H](C(=O)NCCCO)C(C)C)c(=O)c2cc3c(cc21)OCO3	-9.5%	-4.6%	-1.6%	1.1%	-4.5%	3.5%	1.7%	2.4%	0.9%	-1.3%
COc1cccc(OCCCCCN2CCOCC2)c1	2.1%	25.4%	4.5%	11.5%	0.9%	3.9%	-1.6%	x	18.1%	-10.9%
CCOc1cc(C(=O)OCC(=O)c2c[nH]c3ccccc23)ccc1OCC(=O)N1CCOCC1	-2.8%	0.0%	0.1%	u	4.8%	-6.0%	1.5%	1.6%	-5.2%	-0.5%
COc1ccc(C(=O)OC(C)C(=O)NC2CCCc3ccccc32)cc1OC (stereo unspecified)	x	-2.9%	-2.0%	x	-4.6%	1.1%	6.1%	17.5%	x	0.2%
COCCCNCCOCCSc1ccc(Cl)cc1	x	-29.4%	-9.7%	-23.8%	-10.2%	-5.9%	-3.8%	-3.1%	0.7%	4.7%

3 records picked at random from those above, as already listed:
SMILES	MBNL1 CUG block	BRCA1 expr up	p53 reactivation	RORg inh	Rab9 prom act	ELG1 genotox	FLuc modulator	uPA generation	VP16 counter	NPC1 prom act
Cn1c(SCC(=O)Nc2ccc(C(=O)O)cc2)nc2scc(-c3ccccc3Cl)c2c1=O	x	-25.7%	-3.4%	x	x	0.2%	x	3.5%	x	x
COc1ccc(OCC(=O)N2CCN(C(=O)c3ccc([N+](=O)[O-])cc3)CC2)cc1	u	-4.8%	-0.4%	1.2%	-0.6%	-2.3%	-2.3%	-3.2%	-2.8%	-1.1%
N/C(=N\OC(=O)CSc1ccccc1)c1ccccn1	-2.3%	6.31µM*	10.5%	-5.5%	26.7%	u	13.5µM*	-10.6%	5.8%	27.4%

Next part
SMILES	MBNL1 CUG block	BRCA1 expr up	p53 reactivation	RORg inh	Rab9 prom act	ELG1 genotox	FLuc modulator	uPA generation	VP16 counter	NPC1 prom act
CCCn1c(=NC(=O)c2ccco2)c(C(=O)OCC)cc2c(=O)n3ccccc3nc21	u	2.0%	29.8%	-33.8%	-2.7%	-6.1%	-0.2%	-2.1%	1.2%	-0.9%
Cc1c(/C=N\NC(=O)c2csc3ccccc23)cnn1C	2.6%	-0.1%	7.8%	u	14.8%	7.8%	u	-11.5%	6.2%	1.7%
Cn1cccc2[nH]c(=O)nc1-2	-7.9%	24.5%	-0.9%	-0.9%	-1.7%	-1.4%	-0.7%	0.3%	-16.8%	-0.4%
CC(C)(C)CC(=O)NC(=S)NCCc1ccccc1	-3.1%	21.8%	15.9%	7.08µM*	13.2%	6.8%	u	x	10µM*	19.4%
CCOC(=O)c1c(NC(=O)COC(=O)Cc2c[nH]c3ccccc23)sc(C(=O)N(C)C)c1C	x	4.4%	1.0%	x	10.0%	-2.9%	4.6%	-7.1%	x	1.5%
Cc1ccc2nc(N(CCCN(C)C)C(=O)c3ccc(S(=O)(=O)N4CCCCCC4)cc3)sc2c1	0.0%	-48.6%	-2.1%	11.2µM*	4.6%	5.0%	5.3%	-3.7%	u	0.5%
CC(C(=O)N1CCc2ccccc21)N(C)CC(=O)Nc1ccccc1Cl (stereo unspecified)	x	3.0%	-4.7%	x	-8.2%	-1.9%	x	-0.8%	x	-0.5%
Cc1[nH]nc2c1C(c1ccc(F)cc1)C1=C(CC(C)(C)CC1=O)N2 (stereo unspecified)	-3.7%	-35.6%	-7.5%	-11.5%	-2.5%[1.84 µM]	1.2%	4.2%	5.0%	5.1%	-6.9%
COc1ccc(Nc2nc(N)c([N+](=O)[O-])c(NCc3ccccc3)n2)cc1	-1.6%	-15.1%	0.6%	43.6%	-0.1%	10.8%	-4.8%	-21.0%	-3.2%	-0.7%
Cc1nc2nc[nH]n2c(=O)c1NS(=O)(=O)c1ccc(C(C)(C)C)cc1	-5.3%	10.0%	-1.5%	10.8%	-1.0%	2.4%	-19.4%	2.5%	-18.0%	-2.4%
O=C(O)c1ccc(NC(=S)NC(=O)c2cccc(COc3ccccc3)c2)cc1	-4.6%	43.5%	-2.6%	41.4%	21.0%	2.2%	u	-1.1%	3.9%	0.2%
